K1F lysis inhibition = inhibition of K1F phage lysis, E. coli UTI89, bacterial capsule biogenesis inhibitors, alamar blue (AID 488966) | E. coli UTI89 K1F phage lysis, alamar blue, 2 h; higher % means a stronger effect | one-dose inhibition, % at 100 µM; IC50 in µM for titrated hits | 340,000 compounds, 0.02% hits;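 active = phage lysis inhibition, versus mean bacterial control, above a set limit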;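 also: capsule biogenesis inhibitors block K1F phage lysis so surviving cells raise fluorescence; higher fluorescence means more inhibition of phage lysis; actives were called in the ten point dose series up to 300 µM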
PMI inhibition = human PMI inhibitors, high substrate, primary screen, biochemical, fluorescence intensity, high mannose 6-phosphate (AID 1220); recombinant PMI enzyme, coupled fluorescence intensity; higher % means a stronger effect; inhibition, % at 20 µM, or IC50 in µM where a hit was titrated; 190,000 compounds, 0.66% hits
WT yeast gro inh = growth inhibition of WT strain, primary screen, mitochondrial fusion inhibitor project, WT and mutant strains, chemical genetic; mitochondrial fusion phenotypic screen; inhibition, % at 10 µM; 190,000 compounds, 2.1% hits; AID 1362, 2008; in the data active = inhibition above about 58%; tested in S. cerevisiae
M1AAP inhibition = P. falciparum M1AAP inhibitors, biochemical, fluorogenic H-Leu-NHMec substrate, 1536-well (AID 1445). Aminopeptidase N (Plasmodium falciparum (isolate 3D7)). recombinant M1AAP, H-Leu-NHMec fluorogenic kinetic assay; higher % means a stronger effect. inhibition, % at 30 µM; hits with a dose series show IC50 in µM. 220,000 compounds, 0.42% hits;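 active = primary inhibition above the hit cutoff, then over 50% inhibition at one or more dose response concentrations, cut at about 23% in these data, passing the limit was not always enough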;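 also: plate controls were DMSO full reaction for no effect and no enzyme background for full effect; strong numbers were not always called active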
TNAP activation fold = human TNAP enzyme activators, primary screen, biochemical, luminescent, no phosphate acceptor, uHTS (AID 1001). Alkaline phosphatase, tissue-nonspecific isozyme (Homo sapiens). activation fold at 20 µM, or EC50 in µM where a hit was titrated. 200,000 compounds, 0.03% hits. purified TNAP, luminescent activation assay, no phosphate acceptor; higher activation fold means a stronger effect; in the data active = activation fold from about 3, or a potency from the dose series; inactive = the rest, 99 in 100 with activation fold below about 1.6; also: many of its hits are not listed in these tables
PMI inhibitors = inhibitors of human PMI, primary screen, biochemical, fluorescence intensity, coupled assay (AID 1209); Mannose-6-phosphate isomerase (Homo sapiens); purified PMI enzyme, coupled fluorescence intensity; higher % means a stronger effect; one-dose inhibition, % at 20 µM; IC50 in µM for titrated hits; 190,000 compounds, 0.42% hits;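 also: plate controls were DMSO vehicle for no effect and wells lacking substrate for full effect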
Lipid droplet = inhibitors of hepatocyte lipid droplet formation, primary screen, imaging, high-throughput imaging, BODIPY stain | AML12 mouse hepatocytes, oleate lipid droplets | inhibition, % at 6.5 µM | 240,000 compounds, 0.4% hits | AID 1656, 2009;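 active = lipid droplet intensity inhibited by at least 50%, with more than 500 cells counted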
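Assay system: AML12 hepatocytes (mouse); Probe or stimulus: oleic acid at 100 µM to induce lipid droplet formation; Dosing: compound at 6.5 µM only; Schedule: compound with oleate, overnight; Detection: fluorescence imaging, 20x objective, two fields per well; Measure: % inhibition of lipid droplet signal.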
CSM14.1 death rescue = rescue of cells from ER stress-induced death, primary screen, 384-well, CSM14.1, thapsigargin, ATP luminescence (AID 1222); CSM14.1 thapsigargin-induced death rescue, ATP luminescence; higher % means a stronger effect; 190,000 tested, under 10 active; cellular ATP content (survival), % at 20 µM, or EC50 in µM where a hit was titrated;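 active = EC50 below 50 µM in the dose-response confirmation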;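 also: death triggered by thapsigargin at about 15 µM added after 2 h compound pretreatment; cell ATP read after overnight thapsigargin exposure of roughly 18 to 22 hours; normalized against plate controls of thapsigargin alone and 5% DMSO vehicle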
Myeloid diff 2 = induction of myeloid progenitor differentiation, primary screen, cell-based, flow cytometry, MLPCN library. calls only at 10 µM. 360,000 compounds, 1% hits. ER-HoxA9 myeloid progenitors, lysozyme-GFP differentiation;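 active = normalized GFP-positive differentiation at or above the plate's own cutoff, the solvent-only control mean plus 3 SD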;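 also: cells exposed to compound for four days before flow analysis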
WT yeast gro inh mutant strain = also measured in WT yeast gro inh; calls as there; inhibition, %; mitochondrial fusion phenotypic screen, mutant strain inhibition
Lipid droplet cells 6.5 µM = second read-out of Lipid droplet, no call of its own (marks repeat the call); cell count; measured here: cell count, cytotoxicity flag;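 cells counted across two imaged fields per well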
Myeloid diff 2 GFP+ MAC1+ % = recorded beside Myeloid diff 2, whose call it bears; GFP+ MAC1+ double positive, %; measured here: differentiation confirmed by MAC1 staining
Numbers without * were called inactive; i = inactive; . = no result given; + = active, no number; [ ] = dose if it differs, or a comment. Rule as the data show it, unless noted: active = inhibition above about 50%; inactive = the rest.

The first 3 compounds (preview)
| smiles | K1F lysis inhibition | PMI inhibition | WT yeast gro inh | WT yeast gro inh mutant strain | M1AAP inhibition | TNAP activation fold | PMI inhibitors | Lipid droplet | Lipid droplet cells 6.5 µM | CSM14.1 death rescue | Myeloid diff 2 | Myeloid diff 2 GFP+ MAC1+ % |
| --- | --- | --- | --- | --- | --- | --- | --- | --- | --- | --- | --- | --- |
| COC(=O)c1cccc(NC(=O)NC(=O)c2ccccc2Cl)c1 | 0.6% | . | . | . | 2% | . | . | 2 | 729 | . | i | 0.3 |
| Cc1ccc(S(=O)(=O)N2CCC(C(=O)NCCCOC(C)C)CC2)cc1 | 0.0% | 0% | 14 | -5 | 0% | 1.1 | 4% | . | . | -0.3% | i | 0.9 |
| Cc1nc2ncnn2c(C)c1CCC(=O)NCCCN1CCN(c2cccc(Cl)c2)CC1 | 0.2% | 8% | 16 | 16 | 14% | 1.1 | 11% | 10 | 619 | . | i | 2.4 |

All compounds of this part, repeating the preview:
| smiles | K1F lysis inhibition | PMI inhibition | WT yeast gro inh | WT yeast gro inh mutant strain | M1AAP inhibition | TNAP activation fold | PMI inhibitors | Lipid droplet | Lipid droplet cells 6.5 µM | CSM14.1 death rescue | Myeloid diff 2 | Myeloid diff 2 GFP+ MAC1+ % |
| --- | --- | --- | --- | --- | --- | --- | --- | --- | --- | --- | --- | --- |
| COC(=O)c1cccc(NC(=O)NC(=O)c2ccccc2Cl)c1 | 0.6% | . | . | . | 2% | . | . | 2 | 729 | . | i | 0.3 |
| Cc1ccc(S(=O)(=O)N2CCC(C(=O)NCCCOC(C)C)CC2)cc1 | 0.0% | 0% | 14 | -5 | 0% | 1.1 | 4% | . | . | -0.3% | i | 0.9 |
| Cc1nc2ncnn2c(C)c1CCC(=O)NCCCN1CCN(c2cccc(Cl)c2)CC1 | 0.2% | 8% | 16 | 16 | 14% | 1.1 | 11% | 10 | 619 | . | i | 2.4 |
| CCn1nc(C)c(/C=N/NC(=O)c2ccoc2C)c1C | 2.9% | 7% | 5 | 24 | 6% | 1.1 | 5% | . | . | -1.9% | i | 0.6 |
| O=C(Nc1ccc(F)cc1)C(Sc1nnc2ccccn12)c1ccccc1 (stereo unspecified) | 0.8%[50 µM] | 3% | -3 | -13 | 7% | 1 | 0% | 11 | 659 | -1.0% | i | 1.3 |
| Nc1nc(C(=O)N2CCOCC2)nn1C(=O)c1ccc(Cl)cc1 | 11% | 1% | -8 | -8 | 5% | 0.9 | 3% | 4 | 609 | . | i | 1.6 |
| CC(C)Oc1ccc(CNC(=S)N/N=C/c2ccc([N+](=O)[O-])cc2)cc1 | -0.1% | -3% | 30 | 31 | 7% | 1 | 9% | -14 | 706 | 0.6% | i | 0.9 |
| O=C1CC(N2CCN(c3cccc(C(F)(F)F)c3)CC2)C(=O)N1c1ccc(F)cc1 (stereo unspecified) | 1.1% | 3% | 3 | -17 | 4% | . | -9% | . | . | 1.1% | i | 1.8 |
| COC(=O)c1sc(N2C(=O)c3oc4ccccc4c(=O)c3C2c2cccs2)nc1C (stereo unspecified) | 0.5% | -13% | 12 | -9 | 1% | 1.1 | 5% | -5 | 653 | . | i | 0.6 |
| CCOc1ccc(C(CC(=O)O)NC(=O)c2cccs2)cc1 (stereo unspecified) | 2.5% | -10% | -15 | -1 | 2% | 1.1 | -15% | 1 | 793 | -1.9% | i | 0.5 |
| COc1cc(NC(=O)c2ccc(F)cc2)c(OC)cc1Cl | 0.1% | 12% | 5 | 4 | 6% | 1.1 | 6% | -7 | 718 | 0.8% | i | 0.8 |
| O=C1NCCCC1C(=O)Nc1ccccc1C(F)(F)F (stereo unspecified) | 0.1% | -3% | 18 | 6 | 4% | 1 | -13% | . | . | 0.8% | i | 0.8 |
| CCOC(=O)N1CCC(=NNC(=O)COc2cccc(C)c2)CC1 | 1.6% | -2% | -10 | 11 | 4% | 1 | 8% | -2 | 688 | -1.1% | i | 0.4 |
| COc1ccccc1CNc1ncnc2c1cnn2-c1ccccc1 | 0.2% | . | 14 | -2 | 3% | . | . | -5 | 763 | . | i | 1.0 |
| COc1cc(NC(=O)C2=C(N3CCOCC3)/C(=C\c3ccc(Br)cc3)CC2)cc(OC)c1OC | -4.8% | 14% | 50 | 36 | -1% | 1.1 | 16% | -4 | 630 | -0.9% | i | 0.6 |
| CCC(=O)Nc1cccc(C2=NOC3(C2)C[C@@H](C(N)=O)N(C(=O)CC)C3)c1 (stereo partly specified) | 0.3% | . | . | . | 6% | . | . | 8 | 718 | . | i | 1.2 |
| COc1ccc(S(=O)(=O)N2CCCC(C(=O)NCc3ccncc3)C2)cc1Cl (stereo unspecified) | 0.0% | -1% | -1 | -9 | -1% | 1.1 | 5% | 0 | 741 | -4.2% | i | 4.0 |
| O=C1Nc2ccccc2CCC1Sc1nnc(-c2ccc(Cl)cc2)s1 (stereo unspecified) | 0.5% | 3% | 51 | 8 | 12% | 1 | 5% | -2 | 724 | 2.5% | i | 0.6 |
| C=CCOc1cccc(/C=C2\C(=O)N(Cc3ccc(C)cc3)C(C)=C2C(=O)OC)c1 | -0.1% | 11% | 11 | 16 | 3% | 1 | 18% | -7 | 673 | 1.0% | i | 0.8 |
| O=S(=O)(NCc1ccccc1)c1ccc(Cl)cc1 | -0.3% | -8% | -15 | -5 | 6% | 1.1 | -5% | 9 | 736 | 0.1% | i | 0.7 |

Taken from above.
CCOc1ccc(C(CC(=O)O)NC(=O)c2cccs2)cc1 (stereo unspecified) in WT yeast gro inh mutant strain is listed with -1
O=C1CC(N2CCN(c3cccc(C(F)(F)F)c3)CC2)C(=O)N1c1ccc(F)cc1 (stereo unspecified) in K1F lysis inhibition is listed with 1.1%

Continued:
| smiles | K1F lysis inhibition | PMI inhibition | WT yeast gro inh | WT yeast gro inh mutant strain | M1AAP inhibition | TNAP activation fold | PMI inhibitors | Lipid droplet | Lipid droplet cells 6.5 µM | CSM14.1 death rescue | Myeloid diff 2 | Myeloid diff 2 GFP+ MAC1+ % |
| --- | --- | --- | --- | --- | --- | --- | --- | --- | --- | --- | --- | --- |
| COc1cccc(C2C(C#N)=C(N)OC3=C2C(=O)CCC3)c1OC(=O)c1ccco1 (stereo unspecified) | 0.6% | 11% | -7 | -51 | 1% | 1.1 | 14% | -25 | 684 | . | i | 0.9 |
| COc1cccc(C2/C(=C(\O)c3c(C)nc4c(C)cccn34)C(=O)C(=O)N2CCCN(C)C)c1OC (stereo unspecified) | . | 2% | . | . | . | 1.2 | -3% | . | . | 1.7% | . | . |
| O=C(c1ccccc1)n1ccc2ccccc21 | 6.6% | 4% | 4 | -9 | -9% | 1.1 | -10% | . | . | -1.5% | i | 0.4 |
| Cc1cc(C)n2nc(SCc3cc(=O)oc4cc(C)c(C)cc34)nc2n1 | . | -2% | 4 | 13 | 4% | 1 | 4% | 1 | 791 | -1.0% | . | . |
| O=C(Cn1nnc(-c2cc(C(F)(F)F)cc(C(F)(F)F)c2)n1)NNC(=S)Nc1ccc(Cl)cc1 | -0.4% | . | . | . | -30% | . | . | -5 | 669 | . | i | 0.4 |
| COCCn1c(-c2cccs2)nc2c(c(=O)c3ccccc3n2C)c1=O | . | 0% | 18 | 18 | 8% | 0.9 | 1% | . | . | -1.8% | . | . |
| Cc1ccc(C(=O)OCC(=O)N2CCc3ccccc32)cc1 | -0.1% | 2% | -2 | -5 | 9% | 1.1 | -2% | . | . | -0.5% | i | 0.4 |
| O=C(c1ccco1)N1N=C(c2ccncc2)CC1(O)C(F)(F)F (stereo unspecified) | -4.5% | . | 9 | 8 | 6% | 1 | . | -7 | 697 | 0.3% | i | 0.1 |
| Nc1nc(N2CCN(c3ccccc3)CC2)n[nH]1 | -0.2% | 4% | -3 | 4 | 0% | 1 | 8% | 15 | 701 | -0.8% | i | 0.2 |
| CC(CC(=O)O)CC(=O)Nc1cccc([N+](=O)[O-])c1 (stereo unspecified) | -0.3% | 4% | -2 | -6 | 0% | 1.1 | 9% | 14 | 739 | -2.1% | i | 0.4 |
| CSc1ncc(CN2CCN(CCC(C)C)C(CCO)C2)cn1 (stereo unspecified) | 0.5% | 6% | -13 | -9 | . | 1.1 | 14% | -9 | 677 | -1.0% | i | 0.5 |
| COC(=O)C1=C(O)/C(=C\c2ccc(CNS(=O)(=O)c3ccc(Cl)cc3)o2)N=C1C | -1.4% | -35% | -5 | -14 | 22% | 1.1 | -32% | -10 | 468 | 1.7% | i | 0.5 |
| O=C(NCCCn1ccnc1)c1cc(S(=O)(=O)N2CCOCC2)ccc1F | 0.1% | -5% | 7 | 8 | 6% | 1.1 | -2% | -2 | 711 | -1.8% | i | 0.2 |
| CC(C)(C)c1cc(=O)[nH]c(SCc2ccccc2)n1 | 0.7% | 2% | -19 | -7 | 1% | 1.1 | -1% | 26 | 708 | -1.2% | i | 0.2 |
| CC(=O)c1cccc(CN2CCN(C3CCCC3)C(CCO)C2)c1 (stereo unspecified) | 0.0% | -1% | -3 | -4 | . | 1.1 | 5% | -19 | 730 | 0.9% | i | 0.3 |
| COc1cc(-c2ncc3ccccn23)cc(OC)c1OC | 1.8% | 22% | 6 | 8 | 12% | 1.1 | 22% | 22 | 823 | -1.3% | + | 2.7* |
| Cc1sc(NC(=O)c2ccco2)c(CN2CCN(Cc3ccccc3)CC2)c1C | 7.6% | 10% | 27 | 29 | 6% | 1 | 10% | -19 | 693 | -2.1% | i | 0.9 |
| CCCC(=O)Nc1cc(-c2cn3cccnc3n2)ccc1OC | 5.8% | -5% | -25 | -18 | 5% | 1.2 | -6% | . | . | -1.0% | i | 0.7 |
| CSc1ccccc1NC(=O)COc1ccc(Cl)cc1 | 0.5%[50 µM] | 3% | 12 | -20 | 2% | 1.2 | 15% | -7 | 555 | 0.4% | i | 1.0 |
| CCc1ccc(N2C(=O)/C(=C/c3cccs3)N(CC(=O)OC)C2=S)cc1 | i | 3% | . | . | 0% | 1 | 5% | . | . | -1.7% | i | 0.4 |
| Cn1c(=O)c2nnn(/N=C(\c3ccccc3)C3CC3)c2n(C)c1=O | 1.3% | -6% | 7 | -7 | 4% | 1.1 | 0% | . | . | 0.6% | i | 0.6 |
| C/C(CCC(C)C)=N\Nc1ccc(S(N)(=O)=O)cc1[N+](=O)[O-] | -0.6% | 1% | 16 | 5 | 0% | 0.9 | 3% | 5 | 703 | -5.9% | i | 0.8 |
| O=C(NCCN1CCCC1)c1cc(-c2ccncc2)nc2ccc(S(=O)(=O)N3CCOCC3)cc12 | -0.2% | 4% | -7 | -7 | 6% | 1.1 | 8% | -5 | 782 | -0.5% | i | 0.8 |

Source: PubChem BioAssay (several laboratories)
